# Source: PubChem
# PMI act – increases human mannose-6-phosphate isomerase activity; P34949; purified human PMI, coupled resazurin fluorescence, 20 min; hits give high values; 1 = vehicle control, 0 substrate-free wells; activation factor at 20 µM; 190,000 compounds, 0.005% hits; AID 1214;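 active = activation factor of 2 or more at 20 µM, relative to plate controls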
# G6PDH CS – inhibits Leuconostoc G6PDH, flagging false hits in G6PDH-based assays; Purified L. mesenteroides G6PDH, diaphorase/resazurin coupled fluorescence, 45 min; AID 1020; 200,000 compounds, 0.12% hits; inhibition, % at 5 µM; in the data active = inhibition above about 50%
# ROMK primary – human ROMK K+ channel modulation, primary screen | P48048 | Tet-inducible ROMK, thallium flux fluorescence; actives lie on both sides | B-score at 10 µM | 130,000 compounds, 2% hits;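 active = signal ratio slope over the read window, or its plate-corrected B-score, at least 3 SD from the plate mean, either direction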;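 also: B-score of the F/F0 ratio slope over 7 to 12 s after thallium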
# SRC2 TRFRET art – counter-screen for PPARgamma SRC-2 recruitment agonists: TR-FRET artefact | TR-FRET ratio at 8 µM | hits give high values | 200,000 compounds, 0.4% hits; in the data active = TR-FRET ratio above about 2000; also: inactives centre near 1500
# Diaphorase inh – inhibits diaphorase or chemically oxidizes, flagging diaphorase assay artifacts. diaphorase resazurin-to-resorufin fluorescence, NADH, 16 min; bacterial (C. kluyveri) enzyme, not human. inhibition, % at 20 µM. 190,000 compounds, 0.69% hits;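 active = primary screen inhibition at 20 µM above a set limit, cut at about 50% in these data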;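 also: plate controls were DMSO with full reaction for no effect and wells lacking NADH for full effect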
#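 Test system: Clostridium kluyveri diaphorase enzyme / Quantity: diaphorase at 0.14 U/mL in enzyme working solution / Incubation: 16-min room-temperature incubation before reading / Benchmarks: NADH-free wells as positive control, DMSO-only neutral wells / Signal: resorufin fluorescence 544/590 nm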
# PPARg SRC3 recr – agonists of human PPARgamma SRC-3 coactivator recruitment; P37231; biochemical PPARgamma/SRC-3 coactivator recruitment assay; AID 731; activation, % at 8 µM; 200,000 compounds, 0.26% hits; in the data active = activation above about 23%;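 also: 0% = DMSO and 100% = reference agonist; some compounds past the cut are filed as inactive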
# Target sequence (P37231 whole entry, looked up): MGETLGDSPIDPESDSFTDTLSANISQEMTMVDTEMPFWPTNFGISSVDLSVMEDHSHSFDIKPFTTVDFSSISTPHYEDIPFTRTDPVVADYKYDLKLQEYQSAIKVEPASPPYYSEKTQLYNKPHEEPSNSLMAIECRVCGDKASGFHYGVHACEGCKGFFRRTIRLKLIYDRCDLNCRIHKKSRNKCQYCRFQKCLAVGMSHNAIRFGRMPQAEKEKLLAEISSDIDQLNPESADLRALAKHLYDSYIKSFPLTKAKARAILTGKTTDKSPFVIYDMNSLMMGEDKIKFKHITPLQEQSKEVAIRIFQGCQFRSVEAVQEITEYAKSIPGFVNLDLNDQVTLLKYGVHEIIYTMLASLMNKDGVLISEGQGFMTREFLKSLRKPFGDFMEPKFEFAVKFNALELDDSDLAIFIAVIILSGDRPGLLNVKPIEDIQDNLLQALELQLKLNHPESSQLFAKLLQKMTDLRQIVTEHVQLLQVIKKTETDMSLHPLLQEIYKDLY
# PPARg SRC2 recr – promotes SRC-2 coactivator recruitment by human PPARgamma | PPARgamma LBD-SRC-2 recruitment, biochemical | 200,000 compounds, 0.34% hits | activation, % at 8 µM; in the data active = activation above about 22%;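 also: 0% = vehicle and 100% = reference agonist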
# PMI act satM6P – PMI (human) activation, high substrate. coupled PMI enzyme assay, resazurin fluorescence, 20 min; hits give high values; 1 = untreated enzyme, 0 = substrate-free blank. activation factor at 20 µM. 190,000 compounds, 0.34% hits;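 active = activation factor of 2 or more at 20 µM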
#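 Test system: human phosphomannose isomerase with PGI, G6PDH, diaphorase coupling enzymes / Doses: 20 µM compound, 1% DMSO / Times: enzyme reaction with compound 20 min at room temperature / Measured by: Diaphorase-driven resazurin-to-resorufin fluorescence, excitation 544, emission 590 nm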
# PPARg SRC1 recr – agonists of human PPARgamma SRC-1 coactivator recruitment. activation, % at 8 µM. 200,000 compounds, 0.41% hits. PPARgamma-SRC-1 coactivator recruitment biochemical assay. P37231; in the data active = activation above about 19%;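 also: 0% = DMSO and 100% = reference agonist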
# Diaph act CS – diaphorase activation or chemical reduction counter-screen; Diaphorase/resazurin coupled assay, resorufin fluorescence, 16 min; hits give high values; 1 = vehicle wells, 0 = NADH-free wells; activation factor at 20 µM; 190,000 compounds, 0.005% hits; AID 1229;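 active = diaphorase activity raised at least twofold by the compound at 20 µM; inactive = activation factor below 2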
#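 Material: purified diaphorase enzyme from Clostridium kluyveri / Medium: HEPES pH 7.4 buffer with MgCl2 and Tween 20 / Schedule: enzyme reaction of 16 min at room temperature / Measured by: resorufin fluorescence, excitation 544 nm, emission 590 nm / Evaluation: rise in resorufin formation, marking diaphorase activation or chemical reduction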
# S1P3 antag – blocks the human S1P3 receptor; 170,000 compounds, 0.27% hits; Q99500; CHO S1P3 NFAT-BLA reporter, FRET fluorescence, antagonist mode; inhibition, % at 4.98 µM;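 active = inhibition above the plate cutoff, the mean inhibition of test wells on that plate plus 3 SD, cut at about 28% in these data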;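 also: cells challenged with S1P at its EC80 of 0.8 µM; blue over green emission ratio from cleaved BLA substrate after 4 h stimulation; 0% = S1P-stimulated wells and 100% = unstimulated DMSO-only wells; some compounds past the cut are filed as inactive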
# Target sequence (Q99500 whole entry, looked up): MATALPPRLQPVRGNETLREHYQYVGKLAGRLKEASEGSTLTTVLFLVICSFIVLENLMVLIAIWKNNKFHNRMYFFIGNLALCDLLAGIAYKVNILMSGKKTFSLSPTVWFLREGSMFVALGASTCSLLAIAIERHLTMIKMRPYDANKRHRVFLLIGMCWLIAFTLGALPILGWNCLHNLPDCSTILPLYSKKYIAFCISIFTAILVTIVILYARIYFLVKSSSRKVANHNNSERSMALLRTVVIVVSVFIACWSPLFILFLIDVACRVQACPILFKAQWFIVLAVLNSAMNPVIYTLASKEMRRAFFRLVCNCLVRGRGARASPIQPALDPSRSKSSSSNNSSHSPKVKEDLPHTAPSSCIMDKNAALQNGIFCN
# Starred values were filed as active, the others as inactive; . = no result given.
# Order of values: PMI act	G6PDH CS	ROMK primary	SRC2 TRFRET art	Diaphorase inh	PPARg SRC3 recr	PPARg SRC2 recr	PMI act satM6P	PPARg SRC1 recr	Diaph act CS	S1P3 antag
> CCC1Oc2ccc(C)cc2N(CC(=O)NCc2cccs2)C1=O (centres undefined)
  1	6	0.86	1488	19	-2	-7	0.9	1	0.8	-7
> C/C(=N\NC(=O)Cc1c[nH]c2ccccc12)c1ccc2ccccc2c1
  0.8	1	0.21	1482	36	2	-3	0.8	-6	0.6	4
> O=C(CSc1nc(-c2ccccc2)nc2c1Cc1ccccc1O2)Nc1ccc(C(=O)O)cc1
  1.2	-1	1.3	1534	42	3	-7	1	1	0.6	-13
> CCOC(=O)c1cccc(NC(=O)CCc2nc(-c3ccc(C)cc3)no2)c1
  1	4	.	1552	19	4	7	0.9	0	0.8	-4
> Oc1ccc(-c2nc3ccccn3c2NCc2ccco2)cc1
  0.9	3	.	1632	15	-5	5	0.9	5	0.8	.
> CCc1nn2cc(-c3ccccc3)nc2s1
  1	-18	-0.15	1470	16	0	-1	0.9	7	0.8	10
> Cc1cc(C)n(-c2ccc(C(=O)OCC(=O)Nc3ccc(Cl)c(S(=O)(=O)N(C)C)c3)cc2)n1
  1	3	.	1568	18	-2	-5	1	6	0.8	.
> CC(C)CNC(CC(=O)O)c1ccccc1 (centres undefined)
  1	0	0.69	1832	-1	3	0	1.1	1	1	-5
> CC1=[N+](C)N(c2ccccc2)C(=O)C1N=Cc1ccccc1Cl (centres undefined)
  0.9	1	.	1713	19	0	5	0.9	4	0.8	2
> Cc1cccc(NC(=O)CCN2CC(C)OC(C)C2)c1 (centres undefined)
  0.9	3	.	1552	20	6	-4	0.9	-2	0.8	3
> CCNC(=S)N1CCn2cccc2C1c1ccc(F)cc1 (centres undefined)
  0.9	6	0	1596	30	-1	-3	0.8	-5	0.7	2
> Cc1ccc2c(c1)NC(c1cccs1)C1=C(CC(C)(C)CC1=O)N2 (centres undefined)
  1	1	.	1649	4	-3	-4	1	7	1	-13
> CCS(=O)(=O)N1CCN(c2ccc(C(=O)NC34CC5CC(CC(C5)C3)C4)cc2[N+](=O)[O-])CC1
  0.9	-10	0.00073	1657	28	1	14	0.8	7	0.7	4
> CC(C)(C)CC(=O)NCc1cccs1
  1.1	1	1.4	1428	1	0	-3	1.2	3	1	-4
> Cc1ccc(N(CC(=O)Nc2ccccc2-c2ccccc2)S(=O)(=O)c2ccccc2)c(C)c1
  1	2	-1	1784	10	-2	-2	1.1	6	0.9	12
> Cc1cc(C)nc(SCC(=O)NCc2ccco2)n1
  1.1	6	0.57	1593	7	9	-2	1	7	0.9	-16
> CCOC(=O)N/N=C/C=C/c1ccccc1[N+](=O)[O-]
  1	4	0.4	1525	-2	1	-5	1	-2	1	7
> CCN(CC)c1ccc(C(=O)OCC(=O)Nc2ccccc2-c2ccccc2)cc1
  0.9	-9	-0.047	1717	14	2	11	0.9	3	0.9	-27
> C#CCOCCOCCOCCNc1nc(N2CCN(C(=O)[C@H]([C@@H](C)CC)n3cc([C@@H](N)CC(C)C)nn3)CC2)nc(N2CCN(C(=O)[C@H](Cc3ccc(O)cc3)n3cc([C@@H](N)CC(C)C)nn3)CC2)n1
  1.1	1	.	1513	-6	-3	2	1.2	3	1.1	-5
> O=C(CSc1nnc(Nc2ccccc2)s1)NCCN1C(=O)CSC1=O
  1	10	.	1546	0	3	-1	1.1	4	1	-8
> CS(=O)(=O)Nc1ccccc1C(=O)N1CCN(c2ccccc2)CC1
  1	-2	-0.81	1476	6	-2	2	1	-4	0.9	.
> O=C(Nc1cccc(C(=O)N2CCCCCC2)c1)c1ccco1
  0.9	-1	.	1598	13	-6	6	0.9	8	0.9	7
> Cc1nn(Cc2ccccc2Cl)c(C)c1C(=O)N1CCN(c2ccccc2)CC1
  0.9	0	.	1652	8	-16	4	0.9	8	0.9	-17
> CC(C)NC(=O)NC(=O)COC(=O)c1ccccc1F
  0.9	-11	.	1407	9	3	7	0.9	0	0.9	8
> COc1cc2ccccc2cc1C(=O)Nc1ccc(S(=O)(=O)Nc2cc(C)on2)cc1
  0.9	2	.	1520	12	-13	0	1	10	0.9	-17
> CN=c1sc(C(=O)Nc2cccc(Cl)c2)cc(=O)n1C
  1	-1	.	1558	10	1	5	1	-5	0.9	-8
> c1ccc2ncc(-n3cnnn3)cc2c1
  0.9	-9	0.013	1446	10	-4	1	0.9	-5	0.9	-18
> Fc1ccccc1CSc1nc2ccccc2[nH]1
  0.8	12	-1.9	1468	14	-6	-1	0.8	-2	0.9	.
> O=C(Nc1ccc(Cl)c(Cl)c1)N1N=CCC1c1ccccc1 (centres undefined)
  0.8	4	-1.4	1559	22	1	-4	0.9	8	0.8	2
> O=C(CSc1nc2ccccc2c(=O)n1NC(=O)Cc1ccccc1)NCc1ccccc1Cl
  1	-1	.	1611	6	4	5	1.1	-1	0.9	.
> COc1ccc(C(=O)Cn2c3ccccc3n3nc(CCC(=O)O)c(=O)nc23)cc1OC
  1.1	-3	-0.033	1667	0	12	11	1.1	8	1	.
> COc1ccc(S(=O)(=O)N2CCN(C(=O)c3cccc(Cl)c3)CC2)cc1
  0.9	-3	-0.14	1417	15	12	-5	0.9	1	0.9	11
> O=C(Oc1ccc(Cl)cc1N1C(=O)CCC1=O)c1ccco1
  0.9	-11	.	1257	6	4	-6	0.9	-9	0.9	-2
> CCCCSc1nnc(C)c(=O)[nH]1
  1	6	.	1751	25	6	7	0.8	5	0.7	.
> COc1ccccc1C(NC(=O)C1CCCCC1)c1c(O)ccc2ccccc12 (centres undefined)
  1	7	.	1420	10	4	-7	1	-5	0.9	-6
> CCOc1c(OC)cccc1C1CC(=O)Nc2cc(OC)c(OC)cc21 (centres undefined)
  1.1	4	.	1718	3	14	1	1.1	0	1	-13
> CCc1ccc2c(c1)cc(CN(C(=S)Nc1ccccc1Cl)C1CC1)c1nnnn12
  1	-29	.	1698	2	14	8	1	10	1	.
> C/C(=N\NC(=O)CCn1nc(C)cc1C)C(C)(C)C
  1	-2	.	1739	8	3	11	1.1	12	0.9	0
> Cc1ccnc(SCC(=O)N2CCN(C(c3ccccc3)c3ccccc3)CC2)n1
  0.9	-7	.	1579	25	1	3	1	2	0.7	.
> CCn1c(=O)cc(OCC(=O)NC2CCCCC2)c2ccccc21
  1	-7	.	1436	-3	7	-8	1	-7	1	2
> COc1ccc(N=Cc2ccc[nH]2)cc1
  0.8	2	1.7	1413	13	-1	-2	0.9	7	0.9	.
> Cc1cc(C)n(-c2ccc(N3CCOCC3)nn2)n1
  0.9	30	.	1366	9	-16	-10	0.9	-8	0.9	0
> Cc1nnc(NC(=O)CSc2nnc(-c3ccoc3C)n2CC(C)C)s1
  1.1	16	0.018	1585	-13	13	7	1.2	11	1.1	-15
> O=C1N=C(N2CCN(c3ccccc3)CC2)S/C1=C\c1ccco1
  1	9	-0.38	1581	26	2	-3	0.8	6	0.7	-28
> NC(=O)c1oc2ccc(Cl)cc2c1N
  1.1	2	1.2	1657	-5	6	0	1.1	0	1	-13
> Cc1n[nH]c(C)c1C(=O)CC1(O)C(=O)N(Cc2ccccc2)c2ccc(Br)cc21 (centres undefined)
  1	2	0.42	1488	8	-10	1	1	-4	0.9	.
> Cc1ccc(Sc2ncccc2COC(=O)NC(C)C)cc1
  1.1	0	-0.76	1562	-2	-2	-3	1	5	1	-9
> O=C(NC(C(=O)c1ccccc1)n1ccc(=O)[nH]c1=O)c1ccccc1 (centres undefined)
  0.9	4	.	1563	13	13	11	0.9	1	0.9	-2
> Cc1cc(C)c(NN=c2c(=O)c3ccccc3c2=O)c(C)c1
  1.1	-1	0.28	1433	4	-7	0	1.2	-8	1	.
> COc1ccc(/C=C2/SC(=O)N(CC(=O)NCCC(C)C)C2=O)cc1OC
  1	1	0.15	1541	-1	3	8	1.1	11	1	-6
> COc1cc(C(=O)Nc2cc(C)ccn2)cc(OC)c1OC
  1	-16	.	1524	-5	-3	-2	1	-5	1.1	22
> O=C(CSc1ncccn1)NCc1ccccc1
  1	-3	0.65	1486	7	3	3	1	-1	0.9	-16
> O=C(c1ccco1)N1CCN(S(=O)(=O)c2ccc(Cl)s2)CC1
  0.9	3	.	1598	10	12	8	1	2	0.9	.
> Cc1nn(-c2ccccc2)c2c1C(c1cccnc1)N1C=C(S(=O)(=O)N3CCCCC3)C=CC1=N2 (centres undefined)
  .	6	.	1310	20	-3	6	.	-1	0.8	.
> CC1(C)CC(=O)C2=C(C1)Oc1ncn(CCCn3ccnc3)c(=N)c1C2c1ccccc1 (centres undefined)
  1	-7	.	1433	18	-4	-3	1	-3	0.8	0
> CCCc1nc2oc3c(NCC4CCCO4)ncnc3c2c2c1COC(C)(C)C2 (centres undefined)
  0.8	-6	.	1630	37	1	10	0.8	-2	0.6	4
> O=C(COc1ccccc1)Nc1ccc(S(=O)(=O)N2CCCC2)cc1
  1	0	.	1598	11	4	-2	1	-2	0.9	-23
> COC(=O)C12CCC(C)(c3nc4ccccc4nc31)C2(C)C (centres undefined)
  0.9	19	0.17	1431	16	1	-1	0.9	-9	0.8	-1
> O=C(CN1C(=O)C2CC=CCC2C1=O)Nc1ccc(-c2nnc3n2CCCCC3)cc1 (centres undefined)
  1	5	.	1684	-4	4	7	1.1	3	1	-15
> CCOCC(=O)Nc1cc(Cl)ccc1C
  1	2	-0.015	1615	2	-3	-2	1	-3	1	-5
> CC1CCC(NC(=O)C2c3ccccc3C(=O)N2CCCN2CCOCC2)CC1 (centres undefined)
  1	0	.	1612	12	-6	5	1.1	4	0.9	4

# Shown with each value named: 3 of the compounds above
Structure: NC(=O)c1oc2ccc(Cl)cc2c1N
  PMI act: 1.1
  G6PDH CS: 2
  ROMK primary: 1.2
  SRC2 TRFRET art: 1657
  Diaphorase inh: -5
  PPARg SRC3 recr: 6
  PPARg SRC2 recr: 0
  PMI act satM6P: 1.1
  PPARg SRC1 recr: 0
  Diaph act CS: 1
  S1P3 antag: -13

Structure: Cc1ccc(Sc2ncccc2COC(=O)NC(C)C)cc1
  PMI act: 1.1
  G6PDH CS: 0
  ROMK primary: -0.76
  SRC2 TRFRET art: 1562
  Diaphorase inh: -2
  PPARg SRC3 recr: -2
  PPARg SRC2 recr: -3
  PMI act satM6P: 1
  PPARg SRC1 recr: 5
  Diaph act CS: 1
  S1P3 antag: -9

Structure: COc1ccc(N=Cc2ccc[nH]2)cc1
  PMI act: 0.8
  G6PDH CS: 2
  ROMK primary: 1.7
  SRC2 TRFRET art: 1413
  Diaphorase inh: 13
  PPARg SRC3 recr: -1
  PPARg SRC2 recr: -2
  PMI act satM6P: 0.9
  PPARg SRC1 recr: 7
  Diaph act CS: 0.9
  S1P3 antag: .
